High-throughput results (PubChem)
JMJD2A Tudor: blocks the human JMJD2A Tudor domain | hit rate 4.4% among 390,000 | AID 504339 | AlphaScreen JMJD2A-Tudor / H3K4me3 peptide binding | O75164 | Potency, µM (series often up to 114 µM), inactives show at the top dose activity change, negative = inhibition, actives largely listed as inhibitors; note: % is set by controls: 0 for no effect and ±100 for the full control effect; nearly all actives have a fitted effect of over 50% in size
Pin1 inh: blocks the human prolyl isomerase Pin1; AID 504891; Pin1 FP peptide displacement, HiFluor488, 10 min; hit rate 0.009% among 390,000; Potency, µM (titrated, usually from 115 µM), without a hit: at the top dose activity, negative = inhibition, usual class: inhibitors; active = well fitted inhibition curve with a large enough effect in the polarisation, with a control signal flat, not every such curve was filed as active; inconclusive = small, poorly fitted or top-dose-only effect, or effect the other way, or a change in a side signal; inactive = no such curve, though single readings can be large or run the other way; the % refers to the polarisation; note: % is set by controls: 0 for no effect and ±100 for the full control effect
Target sequence (Q13526 whole entry, looked up): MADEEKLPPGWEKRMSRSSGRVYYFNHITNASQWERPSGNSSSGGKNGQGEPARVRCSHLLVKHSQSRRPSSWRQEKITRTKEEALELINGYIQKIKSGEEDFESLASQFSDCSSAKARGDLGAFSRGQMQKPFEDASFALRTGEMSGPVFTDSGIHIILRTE
POLI inh: inhibitors of human DNA polymerase iota. Q9UNA4. Pol iota fluorescent replication assay, 10 min. Potency, µM (highest dose often 115 µM), for inactives: top-dose activity, negative = inhibition, hits mostly inhibitors. hit rate 1% among 390,000
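Pol iota at 10 nM preincubated 15 min with compounds at room temperature; reaction started with fluorescent substrate, 50 nM final. Fluorescence read kinetically at 0 and 10 min; buffer-only wells as negative control.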
HP1b binding inh: HP1-beta chromodomain-methylated histone interaction inhibition | P83916 | AlphaScreen HP1-beta / biotin-H3K9me3 peptide binding | Potency, µM (series often up to 114 µM), for the others: at the top dose activity change, negative = inhibition, hits mostly inhibitors | hit rate 0.56% among 390,000 | AID 540317; note: nearly all actives have a fitted effect of over 70% in size; inactives centre near 23
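Compound inhibition of the preformed complex between 50 nM HP1-beta and 50 nM biotinylated H3K9me3 peptide was read by AlphaScreen. Buffer was PBS pH 7.4 with 0.01% Tween-20. Incubations ran 30 min at room temperature, with 10 ug/mL donor/acceptor beads.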
Tb PGK inh: T. brucei PGK inhibition; P07378; PGK/GAPDH coupled, Kinase-Glo luminescence, 60 min; Potency, µM (doses to about 57.5 µM), for inactives: at the top dose activity change, negative = inhibition, usual class: inhibitors; hit rate 0.043% among 380,000; AID 602233; note: % is set by controls: 0 for no effect and ±100 for the full control effect; nearly all actives have a fitted effect of over 60% in size
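Recombinant glycosomal PGK reaction used 1,3-bisphosphoglycerate generated in-well by GAPDH (100nM final) in 100mM TEA pH 7.6, 5mM MgCl2, 0.01% Tween-20. After 60 minutes at room temperature, ATP was read by Kinase-Glo Plus luminescence end-point.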
BAZ2B block: inhibitors of human BAZ2B bromodomain | Potency, µM (top dose mostly 114 µM), inactives show at the top dose activity change, negative = inhibition, actives largely listed as inhibitors | AID 504333 | AlphaScreen BAZ2B-H3K14Ac peptide displacement | Q9UIF8 | hit rate 4.4% among 360,000; note: % is set by controls: 0 for no effect and ±100 for the full control effect; nearly all actives have a fitted effect of over 60% in size
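Multi-concentration screen (max 110 uM) measuring displacement of acetylated histone H3 peptide from BAZ2B by AlphaScreen, using 50 nM protein, 50 nM peptide and 10 ug/mL streptavidin donor plus Ni-chelate acceptor beads.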
G9a inh: blocks human histone lysine methyltransferase G9a | Q96KQ7 | G9a H3K9 monomethylation, AlphaScreen, 2 h | Potency, µM (series often up to 102 µM), without a hit: at the highest dose activity, negative = inhibition, hits mostly inhibitors | hit rate 8.8% among 350,000 | AID 504332; note: % is set by controls: 0 for no effect and ±100 for the full control effect; nearly all actives have a fitted effect of over 75% in size
Target sequence (Q96KQ7 913-1193 limits assumed): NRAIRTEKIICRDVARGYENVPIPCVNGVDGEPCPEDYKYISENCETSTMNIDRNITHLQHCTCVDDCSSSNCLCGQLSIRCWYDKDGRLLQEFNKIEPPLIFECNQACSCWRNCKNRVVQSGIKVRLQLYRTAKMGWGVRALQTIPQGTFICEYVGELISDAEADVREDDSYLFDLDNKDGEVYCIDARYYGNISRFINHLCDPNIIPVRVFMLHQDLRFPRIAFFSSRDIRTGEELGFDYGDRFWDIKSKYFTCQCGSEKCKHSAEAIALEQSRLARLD
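Compounds were preincubated with 20 nM G9a for 15 min, after which biotinylated H3K9 peptide (500 nM) and SAM (20 uM) started a 2 h room-temperature reaction. Monomethylated product was quantified by antibody-based AlphaScreen chemiluminescence.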
GLS inh: blocks human kidney-isoform glutaminase activity | AID 624170 | O94925 | Potency, µM (titrated, usually from 45.5 µM), inactives show at the top dose activity change, negative = inhibition, actives largely listed as inhibitors | GLS enzymatic activity, qHTS titration | hit rate 0.21% among 410,000; note: % is set by controls: 0 for no effect and ±100 for the full control effect
Target sequence (O94925 whole entry, looked up, canonical isoform): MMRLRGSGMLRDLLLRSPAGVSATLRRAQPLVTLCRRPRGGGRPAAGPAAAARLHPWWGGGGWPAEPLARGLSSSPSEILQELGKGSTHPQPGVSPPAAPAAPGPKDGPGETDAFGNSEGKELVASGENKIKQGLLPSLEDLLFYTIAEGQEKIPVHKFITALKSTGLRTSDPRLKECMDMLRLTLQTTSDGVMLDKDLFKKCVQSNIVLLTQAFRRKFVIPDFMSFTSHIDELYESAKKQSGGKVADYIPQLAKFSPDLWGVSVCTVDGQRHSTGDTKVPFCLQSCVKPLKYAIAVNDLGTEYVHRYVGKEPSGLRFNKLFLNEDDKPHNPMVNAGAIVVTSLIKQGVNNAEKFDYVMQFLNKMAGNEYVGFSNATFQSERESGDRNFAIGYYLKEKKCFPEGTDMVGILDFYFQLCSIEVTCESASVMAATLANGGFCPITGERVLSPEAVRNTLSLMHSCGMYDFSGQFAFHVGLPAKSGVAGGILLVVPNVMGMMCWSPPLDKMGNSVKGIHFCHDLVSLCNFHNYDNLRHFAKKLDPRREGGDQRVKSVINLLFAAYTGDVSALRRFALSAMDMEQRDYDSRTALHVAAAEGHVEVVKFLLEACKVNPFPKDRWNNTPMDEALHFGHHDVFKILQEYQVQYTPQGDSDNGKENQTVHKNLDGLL
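Coupled fluorescence readout: glutamate oxidase/HRP/Amplex Red detect glutamate formed by hKGA from L-glutamine (1 mM solution added). Buffer 45 mM KH2PO4 pH 8.2, 0.02% Tween-20; reads at t0 and 30 min RT.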
BLM helicase inh: inhibitors of human Bloom syndrome helicase BLM; P54132; recombinant BLM DNA unwinding, fluorescence dequenching; Potency, µM (series often up to 56.1 µM), inactives show at the top dose activity change, negative = inhibition, usual class: inhibitors; hit rate 0.2% among 350,000;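 note: plate controls were vehicle for no effect and no enzyme for full effect; nearly all actives have a fitted effect of over 35% in size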
* marks the source's active call; other numbers are inactive results; i = inactive; u = inconclusive; x = no result given; & = joins results of further samples; [ ] = dose if it differs, or a comment. Unless noted, calls come from the whole dose curve; as a rule, active = well fitted curve in the direction sought with a large enough effect; inconclusive = small, poorly fitted or top-dose-only effect, or another doubt; inactive = no such curve, though single readings can be large; an effect the other way counts as inactive or inconclusive. Potency is the fitted concentration of half-maximal effect. A portion of the library; the hit share may differ from the screen's.

item	mol	BAZ2B block	JMJD2A Tudor	HP1b binding inh	POLI inh	Pin1 inh	GLS inh	G9a inh	BLM helicase inh	Tb PGK inh
1	O=C(O)COc1ccccc1C(Nc1ccccn1)c1cc(Cl)c2cccnc2c1O (stereo unspecified)	40µM*	79µM*	u	-8%	x	-11%	7.9µM*	-9%	-5%
2	CC(NC(=O)C(=O)N1CCOCC1)C(c1cccs1)N1CCN(c2ccccc2F)CC1 (stereo unspecified)	-12%	-6%	31%	6%	-1%	-4%	15%	-2%	i
3	c1ccc(Cc2nnc(SCc3nc(-c4cccs4)no3)n2-c2ccccc2)cc1	-13%	-17%	17%	-9%	14%	5%	-34%[59 µM]	-5%	2%
4	CSc1ccccc1NC(=O)C(=O)c1c[nH]c2ccccc12	-3%	-30%	4%	58%[activator]	-1%	u	-34%	-6%	-3%
5	COCCCN(C(=O)Nc1ccc(C)c(C)c1)C(C)c1ccccn1 (stereo unspecified)	-15%	-10%	22%	-14%	2%	7%	u	0%	-1%
6	Cc1cc(C(=O)COc2ccccc2Cl)c(C)n1C1CC1	-10%	-21%	17%	-4%	-1%	-4%	16%[0.501 µM]	x	1%
7	O=C1CCC([N+](=O)[O-])C(c2cccc(Br)c2)N1 (stereo unspecified)	2%	-6%	34%	-7%	-2%	1%	5%[59 µM]	-11%	2%
8	Cc1cc(C)n2nc(N)c(N=Nc3ccccc3)c2n1	-32%	-20%	-6%	15%	2%	-8%	6%	-2%	-12%
9	COc1cccc(CN2CCN(C3CCN(c4cccc(C)c4C)CC3)CC2CCO)c1 (stereo unspecified)	-35%	-33%	17%	5%	-5%	-9%	-1%	-3%	3%
10	Cc1nn(-c2ccccc2)c(C)c1/C=C/C(=O)OCC(=O)N(C)C1CCS(=O)(=O)C1 (stereo unspecified)	-1%	-10%	14%	13%	4%	0%	20%[59 µM]	-7%	i
11	CCn1c(SCc2cccc(OC)c2)nc2ccccc2c1=O	89%[activator]	116%[activator]	169%[activator]	2%	-2%	3%	180%[activator]	-8%	i
12	O=C(NC(=S)Nc1cccc2c(O)cccc12)c1ccccc1[N+](=O)[O-]	-25%	-12%	24%	24%	-5%	0%	u	-12%	-9%
13	COC(=O)c1ccc(CSc2nnc(-c3ccncc3)o2)cc1	0%	-5%	15%	-22%	-1%	4%	-6%	-2%	-3%
14	Cc1ccc(-c2csc3ncnc(SCC(N)=O)c23)cc1	-35%	-25%	24%	30%[activator]	-2%	-9%	-34%	-6%	i
15	COc1cccc(CN(C)CC(=O)Nc2cccc(C(F)(F)F)c2)c1OC	2%	-1%	x	89%[activator]	-9%	8%	3%	-11%	-5%
16	Cn1c(CNC(=O)c2ccccc2F)nnc1SCC(=O)Nc1nnc(C2CC2)s1	-5%	-4%	9%	-6%	-5%	8%	-1%	-2%	-5%
17	COc1ccccc1NC(=S)NNC(=O)c1ccc(Cl)cc1Cl	9%	-18%	14%	21%	-1%	29%	20µM*	3%	0%
18	COc1ccc(C2=CC(=O)CCC2)cc1	x	-1%	31%	-1%	7%	1%	x	x	10%
19	O=C(Nc1cc(C(F)(F)F)ccc1N1CCOCC1)c1ccc(F)cc1	-2%	3%	37%	0%	1%	-10%	4%[12.7 µM]	-3%	1%
20	COCCn1c(C)cc(O)c(C(c2ccccc2)N2CCN(c3ccccc3)CC2)c1=O (stereo unspecified)	3%	8%	27%[57 µM]	3%	-1%	0%	u	1%	i
21	CCc1cc2c(=O)c(-c3nc4ccccc4[nH]3)coc2c(CN2CCCCC2C)c1O (stereo unspecified)	-13%	-32%	50%[activator]	22%	-3%	12%	x	-15%	-11%
22	CC1CCN(C2CCN(S(=O)(=O)c3ccc(F)cc3)CC2)CC1	u	u	u	20%	-1%	10%	11%[2.33 µM]	1%	-4%
23	COc1ccc(Cl)cc1C(=O)Nc1ccccc1N1CCN(C(=O)C(C)C)CC1	2%	-20%	0%	4%	0%	-1%	8%	-6%	-4%
24	O=C(O)C1C2CCC(O2)C1C(=O)Nc1ccccc1Br (stereo unspecified)	8%	4%	27%	14%	-5%	2%	7%	-2%	8%
25	COc1ccc(OC)c(S(=O)(=O)NCc2cccnc2)c1	10%	-6%[57.1 µM]	58%[activator]	3%	9%	-1%	0%[12.7 µM]	-8%	3%
26	CCOc1ccc(C=NCC(O)c2ccccc2)cc1 (stereo unspecified)	-3%	10%	28%	-24%	2%	-8%	13%	-3%	x
27	CC(Cc1c[nH]c2ccccc12)C(=O)O (stereo unspecified)	45µM*	25µM*	u	10%	-17%	19%	10µM*	-7%	u
28	COc1ccc(C(=O)NC2CCCc3ccccc32)cc1OC1CCN(C(C)=O)CC1 (stereo unspecified)	-19%	-13%	70%[activator]	25%	-1%	-7%	2%	1%	i
29	CC(=O)N[C@H](Cc1c[nH]c2ccccc12)C(=O)O	x	-17%	23%	23%	-6%	5%	x	x	-1%
30	CCn1nccc1C(=O)Nc1ccc(Cl)cc1Cl	3%	9%	34%[activator]	23%	-9%	-2%	16%[59 µM]	2%	x

BAZ2B block: hit marks shown above
item	mol	BAZ2B block	JMJD2A Tudor	HP1b binding inh	POLI inh	Pin1 inh	GLS inh	G9a inh	BLM helicase inh	Tb PGK inh
1	O=C(O)COc1ccccc1C(Nc1ccccn1)c1cc(Cl)c2cccnc2c1O (stereo unspecified)	40µM*	79µM*	u	-8%	x	-11%	7.9µM*	-9%	-5%
27	CC(Cc1c[nH]c2ccccc12)C(=O)O (stereo unspecified)	45µM*	25µM*	u	10%	-17%	19%	10µM*	-7%	u

Among those listed so far, two contain bromine:
item	mol	BAZ2B block	JMJD2A Tudor	HP1b binding inh	POLI inh	Pin1 inh	GLS inh	G9a inh	BLM helicase inh	Tb PGK inh
7	O=C1CCC([N+](=O)[O-])C(c2cccc(Br)c2)N1 (stereo unspecified)	2%	-6%	34%	-7%	-2%	1%	5%[59 µM]	-11%	2%
24	O=C(O)C1C2CCC(O2)C1C(=O)Nc1ccccc1Br (stereo unspecified)	8%	4%	27%	14%	-5%	2%	7%	-2%	8%

Continuation.
item	mol	BAZ2B block	JMJD2A Tudor	HP1b binding inh	POLI inh	Pin1 inh	GLS inh	G9a inh	BLM helicase inh	Tb PGK inh
31	COc1cccc(S(=O)(=O)NCC(=O)Nc2ccc(C(C)(C)C)cc2)c1	3%	-18%	27%	27%	1%	4%	3%[59 µM]	-9%	-14%
32	CC(C)c1cccc(-c2ccc3c(c2)S(=O)(=O)c2cccc(C(=O)NCc4ccccc4Cl)c2C3=O)c1	x	-19%	22%	20%	3%	9%	x	x	3%
33	Cc1ccc(S(=O)(=O)NCCC(=O)Nc2nnc(C)s2)cc1	4%	-8%	23%	20%	-8%	12%	6%[59 µM]	-1%	4%
34	CN1CCc2c(sc3c2C(=O)NC(c2ccc(OC(=O)c4ccc(C(C)(C)C)cc4)cc2)N3)C1 (stereo unspecified)	-34%	-17%	5%	26%	u	-12%	7.9µM*	-6%	-6%
35	CC(=O)OCC1=C(C(=O)O)N2C(=O)C(NC(=O)Cn3nc(C(F)F)c(Cl)c3C)C2SC1 (stereo unspecified)	-35%	-14%	14%	u	-10%	66%[activator]	50µM*	1%	u
36	CCOC(=O)c1cnc2c(OC)cccc2c1N1CCN(c2ccccc2F)CC1	u	u	u	u	4%	-2%	-24%[59 µM]	-1%	i
37	O=C(CN1C(=O)COc2ccc(S(=O)(=O)N3CCCC3)cc21)Nc1cccc(F)c1	-14%	1%	14%[57 µM]	-7%	-3%	-1%	11%	2%	i
38	Cc1c(Cl)cccc1Nc1nc(N)nc(CSc2ncccn2)n1	10%	-7%	32%	18%	0%	5%	-9%	-5%	3%
39	CCn1c(SCC(N)=O)nnc1-c1ccc2c(c1)OCO2	-10%	-2%	36%	46%[activator]	0%	0%	3%[59 µM]	-4%	3%
40	CCNC(=S)N1CCN(c2ccc([N+](=O)[O-])cc2)CC1	-25%	-18%[11.4 µM]	-23%	-2%	9%	-16%	-1%	-2%	-7%
41	CCc1ccc(OCC2c3cc(OC)c(OC)cc3CCN2C(=O)COc2ccccc2)cc1 (stereo unspecified)	u	-31%	10%	19%	5%	1%	-38%[59 µM]	-12%	-2%
42	COc1ccccc1N1CCN(C(c2cccs2)C(C)NC(=O)c2ccncc2)CC1 (stereo unspecified)	-22%	-24%	27%	10%	-1%	3%	-2%	-2%	-4%
43	COCCNC(=O)CCC(=O)NNc1nc2ccccc2c2nc(C)nn12	4%&-26%	79µM*	33%&2%	u	u	18%&40%	15%	-1%&-3%	-2%&1%
44	CCC(C(=O)Nc1ccccc1OC)n1c(C(=O)OC)cc2sc(Cl)cc21 (stereo unspecified)	8%	25%	44%[activator]	3%	12%	-16%	-1%[59 µM]	-10%	2%
45	CN1CCN(CC(=O)Nc2cccc([N+](=O)[O-])c2)CC1	6%	-3%	48%[activator]	54%[activator]	-6%	-3%	x	-1%	-3%
46	CC(C)NC(=O)Cn1ncn2c(cc3cc(F)ccc32)c1=O	5%	-12%	21%	0%	-6%	2%	-6%[59 µM]	-1%	-5%
47	Cc1occc1-c1nnc(SCC(=O)c2c[nH]c3ccccc23)n1C	-22%	56µM*	-26%	13%	9%	-3%	40µM*	-2%	-1%
48	CCn1nnc(-c2ccccc2NC(=O)c2cnccn2)n1	x	-7%	27%	2%	-2%	-6%	x	x	-9%
49	CC1CCC(NC(=O)c2cc(S(=O)(=O)N(C)C)ccc2N2CCCC2)CC1 (stereo unspecified)	3%	1%	14%	29%	1%	4%	-1%	x	-6%
50	O=C(Nc1ccccn1)c1ccc(Cl)s1	4%	2%	43%[activator]	21%	8%	-3%	x	-1%	-5%
51	c1ccc(-c2ccccc2OCCn2cncn2)cc1	-2%	4%	42%[activator]	-7%	0%	-1%	u	2%	-4%
52	CC1(C(=O)Nc2nccs2)Cc2ccccc2C(=O)O1 (stereo unspecified)	-31%	-22%	19%	2%[58.9 µM]	0%	3%	3%[12.7 µM]	-5%	-4%
53	COc1ccc(/C=C/CN2CCN(Cc3ccccc3)C(CCO)C2)cc1 (stereo unspecified)	-4%	-12%	26%	68%[activator]	-4%	7%	-42%	3%	4%
54	Cc1ccc(S(=O)(=O)NC2=NCN(C3CCCCC3)CN2)cc1	-6%	-17%	13%	3%	-1%	5%	25%	-1%	-5%
